From PubChem BioAssay
Lmaj promast: Leishmania major promastigote growth inhibition, primary screen; Leishmania major promastigotes, resazurin fluorescence viability; 200,000 tested, 9% active; inhibition, % at 10 µM; in the data active = inhibition above about 50%;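 note: promastigotes grown with compound for 44 hours at 28 °C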
PPARg SRC-2 ag: agonists of PPARg-SRC-2 recruitment, primary screen, biochemical, HTS; Peroxisome proliferator-activated receptor gamma (Homo sapiens), P37231; activation, % at 8 µM; PPARgamma LBD-SRC-2 recruitment; 200,000 tested, 0.34% active; AID 1032, 2008; in the data active = activation above about 22%;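 note: 0% = vehicle and 100% = reference agonist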
PPARg SRC3 recr: PPARgamma agonists recruiting SRC-3 coactivator, primary screen, biochemical | Peroxisome proliferator-activated receptor gamma (Homo sapiens), P37231 | biochemical PPARgamma/SRC-3 coactivator recruitment assay | activation, % at 8 µM | 200,000 tested, 0.26% active; in the data active = activation above about 23%;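 note: 0% = DMSO and 100% = reference agonist; some compounds past the cut are filed as inactive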
SRC2 TRFRET art: TR-FRET signal artefacts, primary screen, artefact control for PPARgamma SRC-2 agonist project, biochemical; TR-FRET ratio at 8 µM; TR-FRET artefact counter-screen; stronger effect = higher value; AID 1049, 2008; 200,000 tested, 0.4% active; in the data active = TR-FRET ratio above about 2000; note: inactives centre near 1500
S1P3 antagonist: S1P3 receptor antagonists, primary screen, cell-based. 170,000 tested, 0.27% active. Sphingosine 1-phosphate receptor 3 (Homo sapiens), Q99500. inhibition, % at 4.98 µM. CHO S1P3 NFAT-BLA reporter, FRET fluorescence, antagonist mode. AID 485, 2006;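 active = inhibition above the plate cutoff, the mean inhibition of test wells on that plate plus 3 SD, cut at about 28% in these data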;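 note: cells challenged with S1P at its EC80 of 0.8 µM; blue over green emission ratio from cleaved BLA substrate after 4 h stimulation; 0% = S1P-stimulated wells and 100% = unstimulated DMSO-only wells; some compounds past the cut are filed as inactive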
Target sequence (Q99500 whole entry, looked up): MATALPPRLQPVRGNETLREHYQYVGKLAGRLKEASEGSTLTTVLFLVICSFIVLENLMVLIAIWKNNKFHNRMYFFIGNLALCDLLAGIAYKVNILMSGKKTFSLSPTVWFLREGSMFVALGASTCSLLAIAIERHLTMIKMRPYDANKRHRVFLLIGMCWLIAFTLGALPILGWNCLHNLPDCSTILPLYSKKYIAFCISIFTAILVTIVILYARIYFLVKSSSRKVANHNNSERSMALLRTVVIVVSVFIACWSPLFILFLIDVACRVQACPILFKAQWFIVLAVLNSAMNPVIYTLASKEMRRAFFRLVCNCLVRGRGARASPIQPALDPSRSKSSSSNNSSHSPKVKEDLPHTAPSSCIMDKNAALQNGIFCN
TLR4-MyD88 BLA: inhibitors of TLR4-MyD88 association in cells, primary screen, cell-based, HeLa CL3-4, BLA complementation, FRET ratio; HeLa CL3-4 TLR4/MyD88 BLA complementation; inhibition, % at 8.4 µM; 200,000 tested, 0.18% active; AID 861, 2007; in the data active = inhibition above about 25%;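 note: 0% = vehicle and 100% = reference inhibitor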
bIAP inhibitor: bovine intestinal alkaline phosphatase inhibitors, primary screen, selectivity assay for TNAP inhibitor project, biochemical, bovine IAP, CDP-star luminescence; purified bovine IAP, 30 min; AID 1019, 2008; inhibition, % at 20 µM; alkaline phosphatase, intestinal [Bos taurus]; 190,000 tested, under 10 active;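 active = over 50% inhibition of intestinal alkaline phosphatase at 20 µM in the single-dose screen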
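System: purified bovine intestinal alkaline phosphatase (IAP) enzyme; Input: IAP diluted 1/65,000,000 in the well; Measured by: CDP-star luminescence signal; Compound dosing: 20 µM single dose; Incubation: 30 min reaction at room temperature.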
bIAP act: bovine intestinal alkaline phosphatase activators, primary screen, biochemical, bovine IAP, CDP-star luminescence; purified bovine IAP, 30 min; stronger effect = higher value; fold of DMSO-control signal, blank-subtracted; activation factor at 20 µM; 200,000 tested, 0.17% active;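 active = activation factor of 2 or more at 20 µM, a signal rise over negative controls twice the positive control's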
DTT redox prof: compounds producing H2O2 with reducing agent – biochemical, NIH compound library profiling, artefact control for MLSCN library redox annotation, primary screen. DTT-dependent redox cycling H2O2, phenol red/HRP absorbance; 100% = 100 µM peroxide control, 0% = buffer. activation, % at 10 µM. 200,000 tested, 0.03% active;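 active = activation of at least 50% relative to the plate's high and low controls in the primary single-dose screen; inactive = activation below 50%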;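 note: compound incubated with DTT at 0.8 mM final as the reducing agent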
ROMK mod: ROMK potassium channel modulators, primary screen, cell-based, thallium flux, MLSMR library; Tet-inducible ROMK, thallium flux fluorescence; actives lie on both sides; ATP-sensitive inward rectifier potassium channel 1 (Homo sapiens), P48048; B-score at 10 µM; 130,000 tested, 2% active;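 active = signal ratio slope over the read window, or its plate-corrected B-score, at least 3 SD from the plate mean, either direction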;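 note: B-score of the F/F0 ratio slope over 7 to 12 s after thallium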
Target sequence (P48048 whole entry, looked up): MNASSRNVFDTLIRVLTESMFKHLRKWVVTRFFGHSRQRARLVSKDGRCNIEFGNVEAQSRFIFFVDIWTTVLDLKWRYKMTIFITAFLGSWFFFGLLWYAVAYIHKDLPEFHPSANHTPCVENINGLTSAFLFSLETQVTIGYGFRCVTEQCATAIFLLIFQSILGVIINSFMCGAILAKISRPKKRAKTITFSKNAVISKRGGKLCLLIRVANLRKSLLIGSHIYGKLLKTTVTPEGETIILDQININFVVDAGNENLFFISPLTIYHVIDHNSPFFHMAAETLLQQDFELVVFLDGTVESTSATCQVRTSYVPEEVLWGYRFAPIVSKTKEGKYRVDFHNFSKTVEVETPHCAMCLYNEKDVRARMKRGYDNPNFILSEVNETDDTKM
PPARg SRC-1 ag: PPARgamma agonists recruiting SRC-1 coactivator, primary screen, biochemical; 200,000 tested, 0.41% active; activation, % at 8 µM; PPARgamma-SRC-1 coactivator recruitment biochemical assay; AID 631, 2007; Peroxisome proliferator-activated receptor gamma (Homo sapiens), P37231; in the data active = activation above about 19%;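 note: 0% = DMSO and 100% = reference agonist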
The depositor's hits bear a star.

How did CCOc1ccc(NC(=O)C2CC(=O)N(c3cc(C)cc(C)c3)C2)cc1 (stereo not drawn) do in these assays?
Lmaj promast: 7.8; PPARg SRC-2 ag: 13.4; PPARg SRC3 recr: -0.7; SRC2 TRFRET art: 1589; S1P3 antagonist: -1.6; TLR4-MyD88 BLA: 6.5; bIAP inhibitor: -2.6; bIAP act: 1; DTT redox prof: 1.3; ROMK mod: -0.078; PPARg SRC-1 ag: 0.1

Results for Cc1cc(C)nc(NCCCc2ccccc2)n1 ?
Lmaj promast: -0.3; PPARg SRC-2 ag: 6.5; PPARg SRC3 recr: 3.0; SRC2 TRFRET art: 1457; S1P3 antagonist: 11.9; TLR4-MyD88 BLA: -8.0; bIAP inhibitor: -5.2; bIAP act: 1.1; DTT redox prof: -0.8; PPARg SRC-1 ag: 1.1

Results for CC(C(=O)NC1CCCC1)N(c1ccc(Oc2ccccc2)cc1)S(C)(=O)=O (stereo not drawn) ?
Lmaj promast: 29.4; PPARg SRC-2 ag: -11.2; PPARg SRC3 recr: -0.2; SRC2 TRFRET art: 1444; S1P3 antagonist: 5.8; TLR4-MyD88 BLA: -17.9; bIAP inhibitor: -4.4; bIAP act: 1; DTT redox prof: -1.0; ROMK mod: -3.71*; PPARg SRC-1 ag: -10.9

Results for COC(=O)CCC(=O)Nc1nccs1 ?
Lmaj promast: -3.7; PPARg SRC-2 ag: 6.4; PPARg SRC3 recr: 5.8; SRC2 TRFRET art: 1601; S1P3 antagonist: -8.4; TLR4-MyD88 BLA: -8.6; bIAP inhibitor: 4.3; bIAP act: 1; DTT redox prof: -0.6; ROMK mod: -0.388; PPARg SRC-1 ag: 8.6

What do the screens show for `CCOc1ccc(CNC(=O)C2CCCN(S(C)(=O)=O)C2)cc1OC` (stereo not drawn)?
Lmaj promast: -1.7; PPARg SRC-2 ag: 0.3; PPARg SRC3 recr: -15.0; SRC2 TRFRET art: 1353; S1P3 antagonist: -35.7; TLR4-MyD88 BLA: 5.3; bIAP inhibitor: 15.8; bIAP act: 0.8; DTT redox prof: 2.4; PPARg SRC-1 ag: 4.1

How did CCCCn1c(-c2nn(C)cc2Cl)n[nH]c1=S do in these assays?
Lmaj promast: -1.2; PPARg SRC-2 ag: -2.9; PPARg SRC3 recr: 4.7; SRC2 TRFRET art: 1642; TLR4-MyD88 BLA: -9.2; bIAP inhibitor: 1.0; bIAP act: 1; DTT redox prof: 0.7; PPARg SRC-1 ag: 2.0

How did O=C(O)C1CCCN1S(=O)(=O)c1ccc2c(c1)CCC2 (stereo not drawn) do in these assays?
Lmaj promast: -7.7; PPARg SRC-2 ag: -1.0; PPARg SRC3 recr: 5.5; SRC2 TRFRET art: 1516; S1P3 antagonist: -13.0; TLR4-MyD88 BLA: 7.7; bIAP inhibitor: 0.5; bIAP act: 1; DTT redox prof: -0.1; PPARg SRC-1 ag: 3.3

How did Cc1[nH]c2ccccc2c1SCC(=O)N1CCN(c2ccccc2)CC1 do in these assays?
Lmaj promast: -0.7; PPARg SRC-2 ag: -4.6; PPARg SRC3 recr: 2.2; SRC2 TRFRET art: 1589; TLR4-MyD88 BLA: -4.1; bIAP inhibitor: 2.7; bIAP act: 1; DTT redox prof: 0.0; PPARg SRC-1 ag: 8.6

How did O=C(Cn1c(=O)c2c(ncn2Cc2ccccc2)n(Cc2ccccc2)c1=O)N1CCc2ccccc21 do in these assays?
Lmaj promast: 100.1*; PPARg SRC-2 ag: -2.2; PPARg SRC3 recr: -5.0; SRC2 TRFRET art: 1368; TLR4-MyD88 BLA: 9.5; bIAP inhibitor: -4.8; bIAP act: 1; DTT redox prof: 1.7; PPARg SRC-1 ag: -2.1

How did COc1ccccc1Nc1ncccc1C(=O)O do in these assays?
Lmaj promast: -1.5; PPARg SRC-2 ag: 7.2; PPARg SRC3 recr: -6.2; SRC2 TRFRET art: 1598; S1P3 antagonist: -25.4; TLR4-MyD88 BLA: -6.0; DTT redox prof: -0.9; ROMK mod: 0.761; PPARg SRC-1 ag: 6.5

Results for Cc1n[nH]c(=S)n1/N=C/c1ccc(OCc2ccc(Cl)cc2)cc1 ?
Lmaj promast: 3.7; PPARg SRC-2 ag: 8.4; PPARg SRC3 recr: -8.9; SRC2 TRFRET art: 1483; TLR4-MyD88 BLA: 1.6; bIAP inhibitor: 11.2; bIAP act: 0.9; DTT redox prof: 2.6; PPARg SRC-1 ag: 7.4

Results for COc1ccc(-c2noc(=O)[nH]2)cc1 ?
Lmaj promast: -6.1; PPARg SRC-2 ag: -5.1; PPARg SRC3 recr: -2.7; SRC2 TRFRET art: 1681; S1P3 antagonist: -14.8; TLR4-MyD88 BLA: -12.4; bIAP inhibitor: 8.7; bIAP act: 0.9; DTT redox prof: 0.1; ROMK mod: 1.08; PPARg SRC-1 ag: 0.2

Results for COCCCNC(=S)Nc1ccc(N2CCCCC2)cc1 ?
Lmaj promast: -0.2; PPARg SRC-2 ag: 3.4; PPARg SRC3 recr: -1.5; SRC2 TRFRET art: 1384; S1P3 antagonist: -21.2; TLR4-MyD88 BLA: 5.9; bIAP inhibitor: 2.5; bIAP act: 1; DTT redox prof: -0.9; ROMK mod: -0.0417; PPARg SRC-1 ag: -0.8

What do the screens show for `CCN(C(=O)CSc1nncs1)c1c(N)n(Cc2ccccc2)c(=O)[nH]c1=O`?
Lmaj promast: -4.8; PPARg SRC-2 ag: 2.2; PPARg SRC3 recr: -3.4; SRC2 TRFRET art: 1492; S1P3 antagonist: -12.1; TLR4-MyD88 BLA: 1.1; bIAP inhibitor: 1.8; bIAP act: 1; DTT redox prof: 1.9; ROMK mod: 0.28; PPARg SRC-1 ag: -1.5

What do the screens show for `CCN(CCCNC(=O)C1CCC(=O)N1C1CCCC1)c1cccc(C)c1` (stereo not drawn)?
Lmaj promast: -0.7; PPARg SRC-2 ag: 1.2; PPARg SRC3 recr: -0.5; SRC2 TRFRET art: 1448; S1P3 antagonist: -15.1; TLR4-MyD88 BLA: -6.0; bIAP inhibitor: -12.3; bIAP act: 1.1; DTT redox prof: -0.1; ROMK mod: 0.279; PPARg SRC-1 ag: -8.8

Results for O=[N+]([O-])c1ccc2nc(-c3ccc(OC(F)F)cc3)cn2c1 ?
Lmaj promast: -4.5; PPARg SRC-2 ag: 4.0; PPARg SRC3 recr: 6.0; SRC2 TRFRET art: 1493; S1P3 antagonist: 1.1; TLR4-MyD88 BLA: -2.1; bIAP inhibitor: -10.1; bIAP act: 1.1; DTT redox prof: -0.6; ROMK mod: 0.38; PPARg SRC-1 ag: 7.2

Results for O=C(c1ccc2c(c1)[nH]c(=S)n1c3ccccc3nc21)N1CCN(c2ncccn2)CC1 ?
Lmaj promast: -2.1; PPARg SRC-2 ag: 8.4; PPARg SRC3 recr: -14.0; SRC2 TRFRET art: 1332; S1P3 antagonist: 0.2; TLR4-MyD88 BLA: 11.1; bIAP inhibitor: -11.0; bIAP act: 1.1; DTT redox prof: 1.6; PPARg SRC-1 ag: -0.7

Results for Nc1ccc(S(=O)(=O)N2CCCC2)cc1 ?
Lmaj promast: -6.0; PPARg SRC-2 ag: -0.1; PPARg SRC3 recr: -3.0; SRC2 TRFRET art: 1461; S1P3 antagonist: -10.4; TLR4-MyD88 BLA: -9.9; bIAP inhibitor: 8.8; bIAP act: 0.9; DTT redox prof: -1.1; PPARg SRC-1 ag: 9.2

What do the screens show for `O=C(O)CSCc1cnn(-c2ccccc2)c1-n1cccc1`?
Lmaj promast: -1.3; PPARg SRC-2 ag: -0.7; PPARg SRC3 recr: -2.8; SRC2 TRFRET art: 1344; TLR4-MyD88 BLA: -4.1; bIAP inhibitor: 4.4; bIAP act: 1; DTT redox prof: -1.4; PPARg SRC-1 ag: -3.4

What do the screens show for `COc1ccc2c(CC(=O)OCC(=O)Nc3ccccc3[N+](=O)[O-])coc2c1`?
Lmaj promast: 48.1; PPARg SRC-2 ag: 8.7; PPARg SRC3 recr: -1.6; SRC2 TRFRET art: 1689; S1P3 antagonist: -2.9; TLR4-MyD88 BLA: -3.1; bIAP inhibitor: 2.3; bIAP act: 1; DTT redox prof: 0.2; ROMK mod: 1.24; PPARg SRC-1 ag: 4.9

Results for Cc1cc(C)cc(C(=O)N(CCc2ccccc2)C2=CC3CCC(C2)N3C)c1 (stereo not drawn) ?
Lmaj promast: 3.6; PPARg SRC-2 ag: 0.0; PPARg SRC3 recr: 0.6; SRC2 TRFRET art: 1547; S1P3 antagonist: -3.0; TLR4-MyD88 BLA: -12.4; bIAP inhibitor: -11.7; bIAP act: 1.1; DTT redox prof: 1.2; ROMK mod: -1.49; PPARg SRC-1 ag: -4.8

How did CCc1ccc(N/C(SCc2cccc(F)c2)=C(/C#N)C(=O)NCc2ccco2)cc1 do in these assays?
Lmaj promast: 25.6; PPARg SRC-2 ag: -2.4; PPARg SRC3 recr: -7.4; SRC2 TRFRET art: 1500; TLR4-MyD88 BLA: 1.8; bIAP inhibitor: 22.0; bIAP act: 0.8; DTT redox prof: 0.1; ROMK mod: -0.535; PPARg SRC-1 ag: -0.3

Results for CCOC(=O)C1C(=O)CC(C)(O)C(C(=O)OCC)C1/C=C/c1ccccc1 (stereo not drawn) ?
Lmaj promast: 13.7; PPARg SRC-2 ag: -5.4; PPARg SRC3 recr: -8.4; SRC2 TRFRET art: 1380; S1P3 antagonist: -41.0; TLR4-MyD88 BLA: 1.2; bIAP inhibitor: 11.1; bIAP act: 0.9; DTT redox prof: 9.0; PPARg SRC-1 ag: -2.2

Results for Cc1cc(C)c2c(-n3cccc3)c(C(=O)NNS(=O)(=O)c3ccccc3)sc2n1 ?
Lmaj promast: -6.9; PPARg SRC-2 ag: 12.7; PPARg SRC3 recr: 5.7; SRC2 TRFRET art: 1617; TLR4-MyD88 BLA: -7.4; bIAP inhibitor: 12.5; bIAP act: 0.9; DTT redox prof: -0.5; PPARg SRC-1 ag: 3.7

2 entries picked at random from those above, as already listed:
What do the screens show for `CCN(C(=O)CSc1nncs1)c1c(N)n(Cc2ccccc2)c(=O)[nH]c1=O`?
Lmaj promast: -4.8; PPARg SRC-2 ag: 2.2; PPARg SRC3 recr: -3.4; SRC2 TRFRET art: 1492; S1P3 antagonist: -12.1; TLR4-MyD88 BLA: 1.1; bIAP inhibitor: 1.8; bIAP act: 1; DTT redox prof: 1.9; ROMK mod: 0.28; PPARg SRC-1 ag: -1.5

What do the screens show for `COc1ccc2c(CC(=O)OCC(=O)Nc3ccccc3[N+](=O)[O-])coc2c1`?
Lmaj promast: 48.1; PPARg SRC-2 ag: 8.7; PPARg SRC3 recr: -1.6; SRC2 TRFRET art: 1689; S1P3 antagonist: -2.9; TLR4-MyD88 BLA: -3.1; bIAP inhibitor: 2.3; bIAP act: 1; DTT redox prof: 0.2; ROMK mod: 1.24; PPARg SRC-1 ag: 4.9
